# Screening data as filed in PubChem BioAssay.
# GPT2 inhibitor = Primary qHTS assay for inhibitors of Glutamate pyruvate transaminase 2 (GPT2). Recombinant GPT2, coupled pyruvate oxidase/HRP Amplex Red fluorescence. Potency, µM (highest dose often 57.7 µM), for the others: at the top dose activity change, negative = inhibition, usual class: inhibitors. actives 0.25% (n = 100,000). AID 1671188, 2021; further: potency means the concentration at half of the fitted maximal effect; nearly all actives have a fitted effect of over 60% in size; many of its hits are not listed in these tables
# Target sequence (Q8TD30 whole entry, looked up): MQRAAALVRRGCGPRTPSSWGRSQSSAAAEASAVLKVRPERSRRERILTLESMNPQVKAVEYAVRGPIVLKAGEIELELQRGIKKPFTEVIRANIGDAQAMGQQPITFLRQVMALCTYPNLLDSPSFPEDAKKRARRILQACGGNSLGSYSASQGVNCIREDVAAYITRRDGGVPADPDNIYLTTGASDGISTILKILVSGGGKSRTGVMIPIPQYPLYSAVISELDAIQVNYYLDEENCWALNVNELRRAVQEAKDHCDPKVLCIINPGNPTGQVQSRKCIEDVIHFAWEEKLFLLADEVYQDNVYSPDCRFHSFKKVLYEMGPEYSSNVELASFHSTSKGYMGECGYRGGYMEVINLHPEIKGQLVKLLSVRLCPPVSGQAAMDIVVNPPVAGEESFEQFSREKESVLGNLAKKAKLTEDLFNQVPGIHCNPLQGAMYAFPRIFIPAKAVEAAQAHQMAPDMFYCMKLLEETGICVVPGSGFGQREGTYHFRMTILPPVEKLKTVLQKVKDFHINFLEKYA
#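 Fluorescence read-out: pyruvate from GPT2 turnover coupled to pyruvate oxidase, HRP and Amplex Red (0.2mM ThPP, 0.2U/mL PO and HRP, 50uM Amplex final). Substrates 250uM a-KG, 2mM L-alanine; enzyme 10ng/uL; 30 min RT.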
# HEK293 viab = GF-AFC viability counterscreen for inhibitors of alpha-synuclein gene (SNCA) expression. HEK-293-SNCA-luc viability, GF-AFC fluorescence, 24 h. Potency, µM (top dose mostly 57.1 µM), for the others: at the highest dose activity change, negative = cytotoxicity, most hits filed as cytotoxic. actives 0.12% (n = 150,000);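 further: potency means the concentration at half of the fitted maximal effect; 0% = DMSO-treated cells and -100% = medium-only wells without cells; nearly all actives have a fitted effect of over 30% in size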
#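 Cytotoxicity counterscreen: after 24 h compound treatment of genome-edited SNCA-luciferase HEK-293 cells, live-cell protease substrate GF-AFC read by fluorescence after 30 min; activity scaled between DMSO (0%) and medium-only (-100%), curves Hill-fitted.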
# FLuc inh = Firefly luciferase inhibition profiling of diverse chemical library using quantitative high-throughput screening. purified P. pyralis luciferase, luminescence, biochemical. Potency, µM (doses to about 115 µM), without a hit: at the highest dose activity change, negative = inhibition, most hits filed as inhibitors. actives 2.5% (n = 76,000). AID 1347043, 2019; further: potency means the concentration at half of the fitted maximal effect; nearly all actives have a fitted effect of over 65% in size
#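 Inhibitors were tested against purified firefly luciferase in a biochemical, low-substrate format (both substrates at 10uM) and luminescence measured with a CCD imager.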
# SNCA expr inhib = Primary qHTS assay for inhibitors of alpha-synuclein gene (SNCA) expression; AID 1671194, 2021; actives 0.17% (n = 140,000); HEK-293 SNCA-luciferase knock-in, luminescence, 24 h; Potency, µM (top dose mostly 57.2 µM), for the others: top-dose activity change, negative = inhibition, usual class: inhibitors;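 further: potency means the concentration at half of the fitted maximal effect; plate controls were DMSO cells for no effect and cell-free wells for full effect; nearly all actives have a fitted effect of over 45% in size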
# IP6K1 inh = Primary qHTS assay for small molecule inhibitors of Inositol hexaphosphate kinase 1 (IP6K1); IP6K1 kinase, ADP-Glo luminescence, 2 h; stronger effect = lower value; actives 0.81% (n = 140,000); Inositol hexakisphosphate kinase 1 (Homo sapiens), Q92551; activity change, % (series mostly up to about 58 µM); AID 1645851, 2021; in the data active means activity change below about -25%
# Target sequence (Q92551 whole entry, looked up): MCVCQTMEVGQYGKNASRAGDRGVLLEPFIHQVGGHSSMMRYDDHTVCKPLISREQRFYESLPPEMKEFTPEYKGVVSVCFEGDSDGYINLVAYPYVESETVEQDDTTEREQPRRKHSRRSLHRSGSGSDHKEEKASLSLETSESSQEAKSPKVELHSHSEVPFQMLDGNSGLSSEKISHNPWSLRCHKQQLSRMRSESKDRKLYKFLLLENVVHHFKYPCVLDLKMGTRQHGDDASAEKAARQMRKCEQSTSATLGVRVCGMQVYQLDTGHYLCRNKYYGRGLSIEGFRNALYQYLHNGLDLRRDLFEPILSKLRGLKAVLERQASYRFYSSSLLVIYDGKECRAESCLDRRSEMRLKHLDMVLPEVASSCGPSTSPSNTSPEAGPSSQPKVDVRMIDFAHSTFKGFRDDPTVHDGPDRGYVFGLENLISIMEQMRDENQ
#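 ADP-Glo luminescence measures ADP made by human IP6K1 during a 2 h RT reaction with ATP/IP6 (mix at 1.3 mM/130 uM); top library doses 57.5 and 19.1 uM final.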
# HEK293 tox = Cytotoxic Profiling in HEK 293 Cell Line of Diverse Libraries Using Quantitative High-Throughput Screening. HEK 293 viability, ATP luminescence (CellTiter-Glo), 48-72 h. Potency, µM (titrated, usually from 115 µM), inactives show at the top dose activity change, negative = cytotoxicity, hits mostly inhibitors. actives 6.6% (n = 94,000). AID 1345083, 2018; further: potency means the concentration at half of the fitted maximal effect; nearly all actives have a fitted effect of over 60% in size
#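 ATP-coupled CellTiter-Glo luminescence served as viability read-out, recorded 10 min after reagent addition at room temperature. HEK 293 cells, 250 cells/well, had been incubated with pintool-transferred compound for 48 or 72 hr at 37 degree Celsius.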
# 3T3 cytotox = Cytotoxic Profiling in NIH 3T3 Cell Line of Diverse Libraries Using Quantitative High-Throughput Screening; NIH 3T3 viability, CellTiter-Glo ATP luminescence, 48-72 h; Potency, µM (highest dose often 96.7 µM), inactives show at the highest dose activity change, negative = cytotoxicity, most hits filed as inhibitors; actives 4.3% (n = 94,000); AID 1345082, 2018; further: potency means the concentration at half of the fitted maximal effect; nearly all actives have a fitted effect of over 55% in size
#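 Mouse fibroblast NIH 3T3 cells, 400 per well, received compound via pintool and were incubated for 48 or 72 hr prior to CellTiter-Glo ATP luminescence measurement.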
# An asterisk follows results filed as active; i = inactive; ? = inconclusive; / = not tested or not shown; & = joins results of further samples; [ ] = dose if it differs, or a comment. Unless noted, the call rests on the fitted dose curve; in most records, active means well fitted curve in the direction sought with a large enough effect; inconclusive means small, poorly fitted or top-dose-only effect, or another doubt; inactive means no such curve, though single readings can be large; an effect the other way counts as inactive or inconclusive. Unless noted, on the % scale 0 is the no-effect control and ±100 the full control effect.
smiles,HEK293 tox,3T3 cytotox,GPT2 inhibitor,IP6K1 inh,FLuc inh,HEK293 viab,SNCA expr inhib
Cn1nnnc1SCCCNCc1cccc(OCc2ccc(F)cc2)c1,/,/,/,5,/,-11%,18%
CCOc1ccc(NC(=O)[C@@H]2COCC(=O)N2Cc2ccc(C)cc2)cc1,-22%,-21%,i,-1,5%,4%,-8%
COCCNC(=O)C1CCN(S(=O)(=O)c2ccc3c(c2)CCCN3C(C)=O)CC1,/,/,/,-11,/,9%,-11%
COCCN1CCCC2(CCN(c3nc4c(c(=O)[nH]c(=O)n4C)n3C)C2)C1=O (configuration not stated),i,-1%,?,2,14%,2%,-7%
Cc1cccc2cc(C(=O)N3CC[C@H](CO)[C@H](O)C3)oc12,?,-1%,1%,-9,?,5%,18%
CCS(=O)(=O)c1ncc(N(Cc2ccccc2)Cc2ccco2)c(C(=O)Nc2ccccc2C)n1,/,/,/,-23,/,21%,12%
C#CCN(C)C(=O)c1c(-c2ccc(F)cc2)noc1[C@H](C)O,2%[172 µM],-4%[174 µM],?,3,-1%[172 µM],-1%[87.6 µM],5%[87.6 µM]
CN(C)c1ccc(CN2CC(N3CCc4ccccc43)C2)cc1,89µM*,89µM*,i,5,-4%[172 µM],4%[87.6 µM],38%[activator][87.6 µM]
COc1ccc(C(=O)N2CC[C@H]3C(=O)NCCCCCCN(Cc4ccncc4)[C@@H]3C2)cc1F,-7%,-18%,i,9,-13%,-8%,8%
O=C(N[C@@H]1CN(C(=O)c2nccc3ccccc23)CC[C@@H]1CO)C1CC1,i,-36%,5%,39,-2%,1%[12.5 µM],37%[activator]
Cn1ncc2c(C(=O)NCc3ccc(F)cc3)cc(-c3ccc(F)cc3)nc21,?,?,?,15,/,-28%,?
O=C(NC1CCC1)C1CCN(C(=O)c2ccc(-c3cncnc3)cc2)CC1,-25%,-29%,i,-3,/,-2%,34%[activator]
CCN(CC)CC[C@H]1CN(C(=O)NC(C)C)CC[C@H]1CC(=O)O,i,0%[138 µM],3%[88.5 µM],7,-2%[172 µM],4%[87.6 µM],3%[87.6 µM]
COc1cccc(C(=O)Nc2ccc3c(c2)CN(Cc2ccc(F)cc2)C(=O)C(C)O3)c1 (configuration not stated),?,?,?,-8,-12%,1%,3%
C=C1C(=O)OC2/C=C(\COC(C)=O)CC/C=C(\C=O)CC(OC(=O)CC(C)C)C12 (configuration not stated),/,/,4%[27.3 µM],-5,/,?,/
Cc1ccc(C)c(NC(=O)CNS(=O)(=O)c2ccc3[nH]c(=O)oc3c2)c1,/,/,?,6,/,-1%,/
COc1cccc(C(=O)N2CCC(c3n[nH]c(=O)n3-c3ccccc3)CC2)c1OC,18%,i,-2%,-6,10%,10%,7%
O=C(/C=C/c1ccc(O)cc1)OC[C@H]1O[C@@H](O/C(=C\c2ccccc2)C(=O)O)[C@H](O)[C@@H](O)[C@@H]1O,/,/,i,1,/,-5%[23.9 µM],/
O=C(c1ccsc1)N1CCC2(CC1)NCCc1c2[nH]c2ccccc12,?,-23%,4%,3,0%,-7%[12.5 µM],-5%
CCN1CCC2(Cc3ccccc3CN(C(=O)C3CCCC3)C2)C1 (configuration not stated),?,i,-6%,-3,/,0%,-9%
O=C(NC1C[C@H]2CC[C@@H](C1)N2C(=O)CCC1CCCC1)c1ccncc1 (some centres not stated),?,-22%,-10%,14,4%,-30%,-12%
CCc1ccc(NC(=O)C(C)n2nnc3sc(-c4ccccc4)cc3c2=O)cc1 (configuration not stated),/,/,/,9,/,-2%,2%
CN1CCN(c2ccc(C(=O)N3CCC(n4cnnc4)CC3)cc2)CC1,-4%,-1%,i,21,4%,-2%,5%
COc1ccc(-c2cccc(C(=O)N3CCC(NC(=O)Nc4ccc(Cl)cc4)CC3)c2)nn1,45µM*,25µM*,/,8,/,/,/
CCC(CC)C(=O)NC[C@@H]1C=C(C)[C@H](Cc2nc3ccc(C(=O)OC)cc3[nH]2)C[C@H]1C(C)C,?,?,0%,-1,-8%,-17%,-26%
COc1ccc(CCNC(=O)c2cccc(-n3cnc4cccnc43)c2C)cc1OC,/,/,/,13,/,-1%,?
COc1ccc([C@H](Cc2ccncc2)c2ccccc2)cc1OC1CCCC1,/,/,1%,-5,/,-2%,/
CCCCOc1ccc(C(=O)NCc2nnnn2-c2ccc(C)c(C)c2)cc1,/,/,/,14,/,0%,?
O=C(NC1CCCCC1)c1ccc(CSc2nc3ccncc3n2Cc2ccc(F)cc2)cc1,/,/,/,-6,/,-18%,?
O=C(NC1CCN(c2ccc3nnc(C4CC4)n3n2)C1)C1CCCCC1 (configuration not stated),-18%,-28%,/,13,/,/,/

# Entries shown so far with a thiophene ring, fused or not:
smiles,HEK293 tox,3T3 cytotox,GPT2 inhibitor,IP6K1 inh,FLuc inh,HEK293 viab,SNCA expr inhib
O=C(c1ccsc1)N1CCC2(CC1)NCCc1c2[nH]c2ccccc12,?,-23%,4%,3,0%,-7%[12.5 µM],-5%
CCc1ccc(NC(=O)C(C)n2nnc3sc(-c4ccccc4)cc3c2=O)cc1 (configuration not stated),/,/,/,9,/,-2%,2%

# Further structures:
smiles,HEK293 tox,3T3 cytotox,GPT2 inhibitor,IP6K1 inh,FLuc inh,HEK293 viab,SNCA expr inhib
Cc1cccnc1CN(Cc1ccccc1)C(=O)C1NCCc2[nH]cnc21 (configuration not stated),-4%,-24%,-5%,5,-1%,1%,-18%
O=C(NC1CCCCC1)C1(CCO)CCN(c2ncccn2)C1 (configuration not stated),1%,-11%,i,10,-6%,2%,47%[activator]
CCCNC(=O)CN1C(=O)COc2ccc(S(=O)(=O)N3CCCCCC3)cc21,/,/,/,1,/,-26%,4%
O=C1CNc2ccc(C(=O)NCc3cc4n(n3)CCCNC4)cc2N1,-7%,-3%,-1%,3,-5%,-14%,-12%
O=C(c1ccccc1F)N1CCC(Oc2ncccc2C(=O)N2CCCCC2)C1 (configuration not stated),5%,i,0%,20,-4%,11%,87%[activator]
Cc1cccc(C)c1NC(=O)CC12CCCN1CCC2,/,/,i,1,/,19%[23.9 µM],-6%[25.6 µM]
COc1ccc(CNC(=O)N2CCC(Oc3ccc(-c4noc(C5CC5)n4)cc3)C2)cc1 (configuration not stated),?,?,-3%,-7,-29%,?,9%
CCc1ccccc1NC(=O)C(NS(=O)(=O)c1ccc2c(c1)CCC(=O)N2)c1ccccc1 (configuration not stated),/,/,/,-16,/,6%,7%
CNC(=O)c1cc(C2CC2)nc2c1c(C1CCN(C(=O)c3ccccc3Cl)CC1)nn2C,-13%,-19%,/,-1,/,/,/
CC1(C(=O)N2CCN(Cc3ccccc3)CC2)CCOCC1,-7%[172 µM],-10%[138 µM],i,-2,/,5%[87.6 µM],8%[87.6 µM]
CCc1nc(-c2c3n(c(=O)n(CC(=O)Nc4ccc(C)cc4C)c2=O)CCCCC3)no1,0%,-10%,2%,5,-1%,-9%,-2%
Cc1ccc(C(=O)N2CCC(N3C(=O)C(OCC4CC4)C34CCOCC4)CC2)cn1 (configuration not stated),3%,-5%,4%,2,-2%,8%,5%
O=C(COc1ccccc1F)Nc1ccccc1OCc1cc(=O)n2ccccc2n1,/,/,/,-12,/,3%,27%
CCc1noc(-c2cn(C3CCCN(C(=O)c4ccc(OC(F)(F)F)cc4)C3)nn2)n1 (configuration not stated),-23%,-37%,i,7,2%,11%,4%
O=C(NC1CCCC1)c1ccc(-c2ccc(N3CCSCC3)nc2)cc1,?,-3%,i,-1,-15%,-6%,32%[activator]
O=C(O)C1(c2ccc(-c3ccc(Cl)c(Cl)c3)c(F)c2)CC1,/,/,-19%,-11,/,-4%,/
Cc1cccc(-n2c3nc(=O)n(C)c(=O)c-3cc3ccc(Cl)cc32)c1C,/,/,/,1,/,25%,14%
Cc1cc(C)c2c(n1)nn1c(C)c(CCC(=O)NCc3ccccc3Cl)c(C)nc21,/,/,/,-6,/,-1%,9%
O=C(CCC1CCCC1)N1CCCCCC1c1nc(-c2ccncc2)no1 (configuration not stated),?,?,0%,3,2%,-14%,-11%
Cc1noc(C)c1[S+](=O)([O-])N1CCN(c2ccc3nnc(C)n3n2)CC1,-10%,-11%,/,6,/,/,/

# Limited to SNCA expr inhib and IP6K1 inh (2 entries from above):
compound	SNCA expr inhib	IP6K1 inh
O=C(COc1ccccc1F)Nc1ccccc1OCc1cc(=O)n2ccccc2n1	27%	-12
CCc1noc(-c2cn(C3CCCN(C(=O)c4ccc(OC(F)(F)F)cc4)C3)nn2)n1 (configuration not stated)	4%	7

# Next entries:
smiles,HEK293 tox,3T3 cytotox,GPT2 inhibitor,IP6K1 inh,FLuc inh,HEK293 viab,SNCA expr inhib
O=C(Nc1cccc(C(F)(F)F)c1)c1nc2c(o1)CCN(Cc1cccs1)CC2,?,?,-10%[88.5 µM],11,8.9µM*,0%[87.6 µM],3%[87.6 µM]
COc1ccc(C2(C(=O)N3CCCCCC3c3nc(C4CC4)no3)CC2)cc1 (configuration not stated),?,?,i,13,-1%,-8%,-29%
CN1CC(=O)N(C2CCCNCC2)Cc2c(NCc3ccccc3F)ncnc21 (configuration not stated),-3%,i,i,0,/,9%,10%
COCCNC(=O)N[C@@H]1CN(c2ncccn2)C[C@H]1CN(C)C,2%,i,-22%,9,-3%,11%,4%
O=C(NC[C@H]1O[C@H](Cc2cc(CN3CCOCC3)on2)CC[C@@H]1O)c1ccccc1,1%[172 µM],1%[138 µM],-10%[88.5 µM],3,7%[172 µM],2%[87.6 µM],19%[87.6 µM]
CN(C)CCC=C1c2ccccc2C=Cc2ccccc21,/,/,3%&3%,2,/,-17%,-20%
COc1ccc(Cl)cc1NC(=O)CCC1CCCN(c2ccc(C(F)(F)F)cn2)C1 (configuration not stated),?,?,?,8,0%,0%,-19%
O=C(Nc1ccc(Cl)cc1)Nc1ccc2n(c1=O)C[C@H]1C[C@@H]2CN(C(=O)c2ccc3ccccc3c2)C1,28µM*,40µM*,2%,-6,14µM*,?,?
Cc1ccc(C)c(NC(=O)CSc2nc3c([nH]c4ccccc43)c(=O)n2-c2ccc(F)cc2)c1,/,/,/,0,/,6%,31%

# Rows are unselected. About 7.7% of those tested had a hit in this group.
